# tim10-1 inh: inhibits growth of tim10-1 mutant yeast; AID 463190; S. cerevisiae tim10-1 ts strain growth, BacTiter-Glo, 24 h; 2.2% of 330,000 active; inhibition, % at 20 µM;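 active = inhibition of at least 40%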;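 note: mutant grown at 25 °C; 0% = DMSO wells with yeast and 100% = wells holding no yeast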
# Apaf-1 inh: blocks human Apaf-1 apoptosome activity; O14727; reconstituted apoptosome caspase-3 activity, DEVD-Rh110 fluorescence; inhibition, % at 20 µM; 0.71% of 330,000 active; active = inhibition of at least 40% at 20 µM;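 note: plate controls were DMSO wells for no effect and DEVD-CHO caspase inhibitor wells for full effect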
#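 Material: reconstituted apoptosome with Apaf-1, cytochrome c, caspase-9, procaspase-3, dATP; medium: pH 7.5 Hepes buffer with CHAPS, BSA, DTT; also added: cytochrome c and DEVD-Rh110 substrate; timing: 30 min plus 50 min, RT; signal: Rh110 fluorescence intensity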
# NLRP3 yeast inh: NALP3 inhibition in yeast; Yeast reconstituted NLRP3/ASC/caspase-1, beta-gal luminescence, 24 h; inhibition, % at 10 µM; 0.39% of 330,000 active; AID 2825;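 active = inhibition of 50% or more; inactive = inhibition below 50%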;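 note: plate controls were induced DMSO wells for no effect and uninduced yeast grown without galactose for full effect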
# mIAP inh: blocks mouse intestinal alkaline phosphatase; purified mouse IAP, CDP-Star luminescence, 30 min; inhibition, % at 10 µM; 0.2% of 330,000 active; AID 2806;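 active = inhibition of at least 40% at 10 µM in the primary screen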;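 note: plate controls were DMSO with enzyme for no effect and no enzyme wells for full effect; values of inactives mirror those of a sister screen read the other way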
# mIAP act: increases mouse intestinal alkaline phosphatase activity. 0.24% of 330,000 active. activation factor at 10 µM. AID 2805. muIAP, CDP-Star luminescence, 30 min; active compounds read high; 1 = vehicle-only enzyme signal, 0 = enzyme-free wells;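 active = activation factor of at least 2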; note: the source names both 10 and 20 µM as test concentration; values of inactives mirror those of a sister screen read the other way
#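 System: Mouse IAP enzyme | Also added: CDP-Star substrate | Dosing: Compounds dispensed in DMSO | Schedule: 30 min enzyme-substrate-compound incubation at room temperature | Technique: Chemiluminescence readout | Control set: DMSO-only wells and no-enzyme negative control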
# hIAP act: increases human intestinal alkaline phosphatase activity | P09923 | purified human IAP, CDP-Star luminescence, 30 min; active compounds read high; 1 = vehicle-only enzyme, 0 = enzyme-free background | activation factor at 10 µM | 0.16% of 330,000 active;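 active = activation factor of the enzyme at least 2-fold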; note: the source names both 10 and 20 µM as test concentration; values of inactives mirror those of a sister screen read the other way
# Target sequence (P09923 whole entry, looked up): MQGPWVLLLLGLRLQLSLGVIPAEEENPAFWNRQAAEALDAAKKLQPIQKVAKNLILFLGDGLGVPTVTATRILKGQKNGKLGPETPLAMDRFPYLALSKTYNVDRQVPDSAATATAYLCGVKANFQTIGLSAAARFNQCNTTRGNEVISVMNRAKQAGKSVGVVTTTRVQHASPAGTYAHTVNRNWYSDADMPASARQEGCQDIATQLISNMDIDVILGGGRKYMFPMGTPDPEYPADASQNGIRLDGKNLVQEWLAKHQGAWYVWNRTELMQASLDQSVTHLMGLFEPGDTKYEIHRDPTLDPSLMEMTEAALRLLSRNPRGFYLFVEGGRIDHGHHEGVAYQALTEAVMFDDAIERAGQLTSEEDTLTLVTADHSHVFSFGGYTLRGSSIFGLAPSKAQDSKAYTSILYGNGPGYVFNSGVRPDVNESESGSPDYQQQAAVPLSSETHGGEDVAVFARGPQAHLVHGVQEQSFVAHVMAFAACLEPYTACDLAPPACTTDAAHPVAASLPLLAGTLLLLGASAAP
# ATG4B inh: blocks human ATG4B protease cleavage of LC3 substrate; Q9Y4P1; ATG4B cleavage of LC3-PLA2, NBD-HPC fluorescence, 1 h; inhibition, % at 8.33 µM; 0.51% of 340,000 active; AID 504462; in the data active = inhibition above about 40%
# Target sequence (Q9Y4P1 whole entry, looked up): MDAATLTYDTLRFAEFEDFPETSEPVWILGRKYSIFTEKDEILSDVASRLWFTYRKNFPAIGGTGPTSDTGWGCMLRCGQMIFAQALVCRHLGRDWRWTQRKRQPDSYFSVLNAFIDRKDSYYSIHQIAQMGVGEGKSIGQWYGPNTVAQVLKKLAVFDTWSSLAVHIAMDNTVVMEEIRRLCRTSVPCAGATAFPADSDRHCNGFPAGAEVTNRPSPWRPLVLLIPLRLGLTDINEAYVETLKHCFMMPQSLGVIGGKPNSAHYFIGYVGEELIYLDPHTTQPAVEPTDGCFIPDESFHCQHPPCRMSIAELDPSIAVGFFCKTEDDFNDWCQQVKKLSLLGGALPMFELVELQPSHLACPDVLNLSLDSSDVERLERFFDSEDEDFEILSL
# TIM10 inh: inhibits growth of TIM10 yeast strain | S. cerevisiae TIM10 strain growth, BacTiter-Glo luminescence, 24 h | inhibition, % at 10 µM | 1.4% of 330,000 active | AID 463195;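 active = inhibition of 40% or more at the single tested concentration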;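 note: wild-type TIM10 isogenic control strain grown at permissive 25 °C; 0% = DMSO yeast wells and 100% = minimal medium wells without yeast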
# hIAP block: human IAP inhibition; P09923; purified IAP, CDP-Star luminescence, 30 min; inhibition, % at 10 µM; 0.12% of 330,000 active;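 active = inhibition reaching a set limit with compound at 10 µM in the primary screen, cut at about 35% in these data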;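 note: plate controls were DMSO wells with enzyme for no effect and no-enzyme buffer wells for full effect; values of inactives mirror those of a sister screen read the other way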
# Starred values were filed as active, the others as inactive.
SMILES,tim10-1 inh,Apaf-1 inh,NLRP3 yeast inh,mIAP inh,mIAP act,hIAP act,ATG4B inh,TIM10 inh,hIAP block
CCN(CC)C(=O)C(=O)c1cccn1-c1ccc(C#N)cc1,19,-18,-15,3,0.97,0.96,7,18,4
CCN1CCN(C(=O)c2cc3cc(F)ccc3[nH]2)CC1,-7,1,11,6,0.94,0.95,3,6,5
CCCn1c(N)c(C(=O)CSc2nnc(N)s2)c(=O)[nH]c1=O,-4,-9,16,-12,1.1,1.1,0,8,-14
CC12COC3(C(=O)NCCc4ccccc4)CC1CCC32C (centres undefined),35,9,15,-1,1,1.2,-7,-8,-21
COc1ccccc1C(=O)N(CCN(C)C)c1nc2cc(C)cc(C)c2s1,12,-1,15,6,0.94,0.98,-14,20,2
CCOC(=O)NC(=O)CSc1ccccn1,2,-18,0,0,1,1.1,-10,17,-8
COc1ccc(CCN(C)C(=O)CN2C(=O)NC3(CCCCCC3)C2=O)cc1OC,14,-5,-1,7,0.93,0.84,-7,-3,16
Nc1nonc1-c1noc(CCCN2C(=O)c3ccccc3C2=O)n1,14,-8,4,-5,1,0.8,-12,7,20
C[C@@H](CC#N)CN1CC[C@H](C(C)(C)C)CCC1=O,5,-10,9,-1,1,0.97,-8,1,3
Cc1c(NC(=O)COC(=O)CSc2ccc(C(N)=O)cc2[N+](=O)[O-])c(=O)n(-c2ccccc2)n1C,17,-3,-2,1,0.99,0.85,6,5,15
CCOC(=O)c1sc(-c2ccccc2)nc1C,-1,-2,20,-2,1,0.88,6,4,12
COC(=O)c1cc(=O)n2c(-c3ccccc3)csc2n1,9,2,2,1,0.99,0.91,1,7,9
c1ccc(-c2nnn(C34CC5CC(CC(C5)C3)C4)n2)cc1,47*,11,9,4,0.96,1,-3,27,-3
CCC(C)(C)C1CCC2(CC1)NC(=O)N(CC(=O)N(C)Cc1ccc3c(c1)OCCO3)C2=O (centres undefined),12,9,6,-4,1,0.95,4,9,5
NS(=O)(=O)c1cc2c(cc1Cl)NC(Cc1ccccc1)NS2(=O)=O (centres undefined),2,3,18,-7,1.1,1.1,-5,-19,-9
NC(=O)CSc1nc(-c2ccccc2)nc2ccccc12,12,8,27,5,0.95,0.94,5,-13,6
O=C(NCCN1CCN(C(=O)c2cc3ccccc3oc2=O)CC1)c1cc2ccccc2oc1=O,22,-7,11,7,0.93,0.98,2,4,2
Cc1cc(=O)oc2cc(OCC(=O)OCC(=O)Nc3c(C)n(C)n(-c4ccccc4)c3=O)ccc12,-9,-2,16,6,0.94,1.1,-2,-21,-14
O=C(CSc1nncc(=O)[nH]1)NCc1ccccc1,-1,-5,4,3,0.97,1.2,1,-10,-23
O=C(CCc1nnc(-c2ccc3c(c2)OCO3)o1)NC(c1ccccn1)C(F)(F)F (centres undefined),17,4,-5,-7,1.1,1.2,1,0,-16
COc1ccc(CNC(=O)[C@H](C)N2C(=O)N3CCc4c([nH]c5ccc(OC)cc45)[C@@]3(C)C2=O)cc1,5,-16,7,3,0.97,0.91,-22,-2,9
O=C(c1ccc(N2CCCCC2)c([N+](=O)[O-])c1)N1CCOCC1,12,-4,1,-1,1,0.9,-1,-2,10
Clc1ccc(CN(CC2CCCO2)C(c2cccs2)c2nnnn2C2CCCC2)cc1 (centres undefined),25,18,7,0,1,0.97,-2,33,3
COc1cc(CC(=O)OCC(=O)Nc2ccccc2C#N)cc(OC)c1OC,-5,7,15,-5,1.1,1.2,4,3,-16
CCOC(=O)C1(CCOC)CCN(Cc2ccc3nonc3c2)CC1,6,-1,-10,5,0.95,0.96,-7,-2,4
CC(=O)NS(=O)(=O)c1ccc(NC(=O)c2ccc3c(c2)C(=O)N(CCC(C)C)C3=O)cc1,-7,-3,-13,-4,1,0.88,-12,2,12
CN1C(=O)N(CC(=O)N2CCN(S(=O)(=O)c3ccc4c(c3)CCC4)CC2)C(=O)C12CCCCC2,-9,23,3,-3,1,1,3,-7,-3
COc1ccc(OCCOc2ccc(S(=O)(=O)N3CCCC3)cc2C(N)=O)cc1,17,3,22,-4,1,0.95,-6,21,5
COc1ccc(OC)c(NC(=S)N2c3ccccc3CC2C)c1 (centres undefined),21,18,7,15,0.85,1.2,0,9,-17
CC1Cc2ccccc2N1C(=O)CSc1nnnn1C(C)C (centres undefined),5,3,18,4,0.96,1,-4,-9,-4
O=C(NC1CCCCC1)C(c1cccnc1)N(C(=O)c1csnn1)c1ccccc1 (centres undefined),2,-3,20,3,0.97,0.97,-2,6,3
CCOC(=O)CSc1nnc(CNc2ccc(Cl)cc2)n1-c1ccccc1,12,10,-1,-5,1.1,0.96,-1,6,4
CCc1ccc2[nH]c(=O)c(C(c3nnnn3CC3CCCO3)N3CCN4CCCC4C3)cc2c1 (centres undefined),2,7,1,0,1,1.1,-5,1,-9
O=[N+]([O-])c1cccnc1Sc1ccccc1Cl,13,-12,-26,2,0.98,1,2,15,-2
C#Cc1ccc(CN2CCN(CCCc3ccccc3)C(CCO)C2)cc1 (centres undefined),3,7,-11,0,1,0.89,3,16,11
O=C(CSc1nc2ccccc2[nH]1)c1ccc(Cl)s1,-40,11,18,19,0.81,0.97,-8,-15,3
COc1cccc(-c2nnc(NC(=O)C3CCCCC3)o2)c1,-8,2,0,16,0.84,1.1,-4,-17,-6
Cc1ccc(S(=O)(=O)c2nc(S(C)(=O)=O)sc2N2CC(C)OC(C)C2)cc1 (centres undefined),9,4,2,3,0.97,1,-4,5,0
CC(C)(C)NC(=O)c1ccccc1-c1nc2ccccc2s1,24,1,-18,-2,1,1.1,13,14,-12
COc1ccc(NC(=O)CCCC2CCCCC2)cc1S(=O)(=O)N1CCCCC1,1,20,14,-89,1.9,1.4,-8,-14,-37
CC(C)COC(=O)OCN1C(=O)CN(CCN2CC(=O)N(COC(=O)OCC(C)C)C(=O)C2)CC1=O,-8,-4,3,-11,1.1,1.3,-3,-2,-28
Cc1cnc(C(=O)OC(C)C(=O)Nc2ccccc2-c2ccccc2)cn1 (centres undefined),4,-6,7,-6,1.1,1.2,-3,1,-23
Cc1ccc(C(=O)NC2CCN(C(=O)NCc3ccccc3)CC2)cc1,7,-5,2,1,0.99,1,-2,15,-4
COc1ccc(Cl)cc1C(=O)Nc1nc2ccccc2[nH]1,-23,16,72*,9,0.91,1.2,0,22,-21
Cc1ccc(-n2ncc3c(N4CCCC4)ncnc32)c(C)c1,2,0,6,-3,1,0.96,0,-13,4
O=C(NCCc1ccccc1)/C(=C\c1cccc([N+](=O)[O-])c1)NC(=O)c1ccco1,8,-1,-1,6,0.94,1.1,1,0,-10
O=C(c1ccc2oc(Cc3ccc(Cl)cc3)nc2c1)N1CC[C@H](O)C1,-10,10,-4,-9,1.1,0.92,1,4,8
CC(C)C1Cc2c(sc3c2c(=O)n(Cc2ccccc2)c2nncn32)CO1 (centres undefined),13,17,-9,-1,1,0.91,-8,4,9
Cc1cc(Nc2cccc(Cl)c2)nc(NCc2ccccc2)n1,45*,43*,32,-25,1.2,0.97,36,8,3
COc1ccc(C(=O)NNS(=O)(=O)c2ccc(OC)cc2)cc1,-6,-4,9,-1,1,0.95,-1,-8,5
CCOC(=O)c1cnc2c(C)cccc2c1Nc1cccc(C(=O)O)c1,-5,-10,-7,0,1,1.1,2,24,-10
Cc1ccc(S(=O)(=O)C2(C(=O)O)CCCC2)cc1C,-3,-10,10,-14,1.1,0.86,-6,0,14
C[C@H](NC(=O)OCc1ccccc1)C(=O)N[C@@H](Cc1c[nH]c2ccccc12)C(=O)O,-16,-10,7,-5,1.1,0.91,-9,-5,9
COc1ccccc1Oc1ccc(S(=O)(=O)N2CCCCC2C)cc1 (centres undefined),22,24,30,-8,1.1,1,-2,1,-4
CC(Oc1ccccc1)C(=O)Nc1ccc(NC(=O)c2ccccc2)cc1 (centres undefined),6,-6,-2,3,0.97,1.1,-1,9,-10
COc1ccc(NC(=O)CN2CCN(c3nc(-c4cccc(OC)c4)cs3)CC2)cc1,30,19,13,-1,1,0.99,-14,8,1
Cc1ccc(C(=O)Nc2cccc3ccccc23)cc1,18,3,46,5,0.95,1.1,-2,24,-9
COc1ccc(CC(=O)NNC(=O)CSc2nnc(C)n2-c2ccccc2)cc1,3,0,14,-5,1,0.85,-9,7,15
COc1ccc2c(c1)c(C(=O)N/N=C/c1ccc(OC)c(OC)c1)c(C)n2C,11,6,-7,14,0.86,0.89,-4,7,11
COc1ccc2[nH]c(C)c(CCNC(=S)Nc3ccccc3OC)c2c1,32,5,26,-10,1.1,1.1,2,25,-9

# Shown with bars between the fields: 2 of the compounds above.
SMILES | tim10-1 inh | Apaf-1 inh | NLRP3 yeast inh | mIAP inh | mIAP act | hIAP act | ATG4B inh | TIM10 inh | hIAP block
CCOC(=O)c1cnc2c(C)cccc2c1Nc1cccc(C(=O)O)c1 | -5 | -10 | -7 | 0 | 1 | 1.1 | 2 | 24 | -10
COc1ccccc1Oc1ccc(S(=O)(=O)N2CCCCC2C)cc1 (centres undefined) | 22 | 24 | 30 | -8 | 1.1 | 1 | -2 | 1 | -4

# Continued.
SMILES,tim10-1 inh,Apaf-1 inh,NLRP3 yeast inh,mIAP inh,mIAP act,hIAP act,ATG4B inh,TIM10 inh,hIAP block
Cc1ccc(-n2nc(C(=O)O)cc2-c2ccccc2Cl)cc1,14,8,-5,-4,1,0.97,2,16,3
O=C(CCCn1c(=S)[nH]c2ccccc2c1=O)N1CCN(c2cccc(Cl)c2)CC1,3,29,5,-5,1,1.2,-1,-18,-21
COCCCNCCOCCOc1ccccc1-c1ccccc1,4,-12,5,-12,1.1,1.1,3,1,-9
CCN(CC)c1ccc(N=Cc2ccc([N+](=O)[O-])o2)cc1,35,56*,22,6,0.94,0.79,4,26,21
COc1ccccc1CCNC(=O)C(=O)NCCC1CCCCN1S(=O)(=O)c1ccccc1 (centres undefined),24,21,12,-16,1.2,0.96,2,4,4
COc1ccc(NC(=O)c2oc3ccccc3c2NC(=O)c2ccc3c(c2)OCO3)cc1,10,-8,8,15,0.85,0.89,6,-4,11
O=C(NC(=S)Nc1cc(C(F)(F)F)ccc1N1CCOCC1)c1sc2ccccc2c1Cl,15,7,10,12,0.88,1.2,1,19,-18
O=C1[C@@H]2Cc3c([nH]c4ccccc34)C(c3ccc([N+](=O)[O-])cc3)N2C(=O)CN1C1CC1 (some centres undefined),25,5,18,-2,1,0.91,-16,10,9
CCOC(=O)C(Cc1ccc(O)cc1)NC(=O)CNC(=O)C1CCCN1C(=O)OC(C)(C)C (centres undefined),-6,-9,8,2,0.98,1,-1,2,-3
COC(=O)c1ccc(OCCN2CCCCCC2)cc1,15,-3,12,4,0.96,1.3,12,-5,-32
CC(=O)Nc1ccc(NC(=O)CNS(=O)(=O)c2ccc(C)cc2)cc1,-7,-1,16,4,0.96,1.2,-7,-9,-18
COc1cccc(-n2c(=S)[nH]c3c(oc4ccccc43)c2=O)c1,-9,-16,0,-5,1.1,1,-8,8,-3
COC(=O)COc1ccc(Oc2cc(C)nc(SC)n2)nn1,5,-12,17,9,0.91,0.93,-6,-1,7

# Marked active in NLRP3 yeast inh, among the entries above:
mol	tim10-1 inh	NLRP3 yeast inh	mIAP inh	mIAP act	hIAP act	ATG4B inh	TIM10 inh	hIAP block
COc1ccc(Cl)cc1C(=O)Nc1nc2ccccc2[nH]1	-23	72*	9	0.91	1.2	0	22	-21
